High-throughput results deposited in PubChem BioAssay by several laboratories.
M1 antag = blocks the rat M1 muscarinic receptor response to acetylcholine. CHO-M1 cells, Fluo-4 calcium, ACh EC80 antagonist mode; stronger effect = lower value. B-score at 10 µM. actives 3.4% (n = 64,000). AID 628;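 active means calcium fluorescence response, raw or row-and-column corrected B-score, differing from the plate sample mean either way at a set confidence level, mostly lower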
S1P1 ag pot = S1P1 (human) agonism or agonism potentiation; P21453; S1P1 CRE-bla cells, forskolin, beta-lactamase FRET, potentiator mode; S1P1 agonist co-added at EC20, 2 nM; 100% = saturating reference agonist, 0% = basal; activation, % at 9.5 µM; actives 0.57% (n = 56,000);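 active means activation above a cutoff set at the mean activation of all tested compounds plus 3 SD, cut at about 54% in these data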;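 further: forskolin at 4 µM as EC80 and the EC20 agonist is SEW2871; 100% = SEW2871 at its EC100 plus forskolin at EC80; some compounds past the cut are filed as inactive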
Jurkat viability = reduces viability or proliferation of Jurkat cells; Jurkat E6.1 viability, ATP luminescence, 48 h; inhibition, % at 4 µM; actives 1.2% (n = 56,000); AID 463;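 active means inhibition above the mean inhibition of all tested compounds plus 3 SD, cut at about 28% in these data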
HEK293 NFkB inh = lowers PMA/ionomycin-induced NF-kB signal in HEK293 cells. actives 0.21% (n = 62,000). inhibition, % at 3 µM. AID 465. HEK-293 NF-kB luciferase reporter, luminescence;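 active means inhibition above the mean of all tested compounds plus 3 SD, cut at about 40% in these data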;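 further: 0% = stimulated DMSO wells and 100% = 10 µM reference inhibitor 5653914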
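System – HEK-293 cells with stable firefly luciferase reporter driven by four HIV NF-kB elements · Doses – one dose, 3 µM · Schedule – 1 h compound pre-incubation, 16 h PMA/ionomycin at 37 °C · Technique – luminescence from luciferase substrate reagent · Measure – percent inhibition normalized per plate to DMSO and reference-inhibitor controls · Replicates – tested once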
HER2 expr 66K = lowers expression of human Her2 kinase. P04626. SKBR-3 HER2 protein level, AlphaScreen, 18-24 h; stronger effect = lower value. HER2 level % of control, % at 10 µM. actives 0.69% (n = 65,000). AID 645;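 active means HER2 level under 5% of the carrier-only control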;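 further: 100% = DMSO carrier and 0% = 500 nM PU-H71 HSP90 inhibitor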
Target sequence (P04626 whole entry, looked up): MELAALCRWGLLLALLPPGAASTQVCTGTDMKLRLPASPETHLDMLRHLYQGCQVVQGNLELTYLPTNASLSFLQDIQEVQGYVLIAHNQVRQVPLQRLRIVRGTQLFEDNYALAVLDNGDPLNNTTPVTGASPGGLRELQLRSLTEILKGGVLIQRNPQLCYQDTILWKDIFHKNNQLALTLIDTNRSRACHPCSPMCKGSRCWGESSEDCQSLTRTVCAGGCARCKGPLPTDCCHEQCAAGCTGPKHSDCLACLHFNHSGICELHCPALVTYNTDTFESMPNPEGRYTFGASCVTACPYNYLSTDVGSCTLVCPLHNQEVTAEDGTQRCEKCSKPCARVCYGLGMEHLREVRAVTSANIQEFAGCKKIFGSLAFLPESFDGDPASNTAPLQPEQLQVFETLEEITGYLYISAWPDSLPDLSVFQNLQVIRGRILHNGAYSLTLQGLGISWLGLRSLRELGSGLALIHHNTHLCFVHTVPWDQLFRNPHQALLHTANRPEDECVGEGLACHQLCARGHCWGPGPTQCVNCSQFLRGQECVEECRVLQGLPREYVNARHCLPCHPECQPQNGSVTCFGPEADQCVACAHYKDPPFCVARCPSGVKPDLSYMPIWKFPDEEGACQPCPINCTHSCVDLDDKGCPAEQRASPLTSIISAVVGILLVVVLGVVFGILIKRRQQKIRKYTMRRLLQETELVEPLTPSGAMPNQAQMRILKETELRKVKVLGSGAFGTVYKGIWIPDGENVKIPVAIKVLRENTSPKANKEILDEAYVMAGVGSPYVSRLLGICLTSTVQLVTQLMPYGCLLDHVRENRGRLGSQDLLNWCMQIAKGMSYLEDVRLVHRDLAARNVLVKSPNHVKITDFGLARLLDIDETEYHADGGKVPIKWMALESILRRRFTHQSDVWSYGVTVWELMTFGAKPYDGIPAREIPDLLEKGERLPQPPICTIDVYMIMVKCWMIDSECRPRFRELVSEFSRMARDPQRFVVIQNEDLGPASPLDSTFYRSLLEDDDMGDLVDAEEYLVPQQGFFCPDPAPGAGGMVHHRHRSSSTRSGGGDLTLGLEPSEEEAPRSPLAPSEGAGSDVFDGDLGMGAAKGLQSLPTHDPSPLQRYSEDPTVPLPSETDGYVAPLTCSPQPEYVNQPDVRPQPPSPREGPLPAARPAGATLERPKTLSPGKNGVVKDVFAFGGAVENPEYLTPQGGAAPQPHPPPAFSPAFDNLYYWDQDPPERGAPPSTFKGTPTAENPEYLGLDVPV
S1P3 agonist = S1P3 (human) receptor agonism; S1P3 NFAT-BLA reporter cells, FRET ratio; relative to 1 µM S1P, basal subtracted; actives 0.1% (n = 60,000); Q99500; activation, % at 4.5 µM;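 active means activation above the screen-wide mean plus 3 SD, cut at about 4.5% in these data, passing the limit was not always enough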; further: some compounds called inactive have numbers as strong as hits
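Benchmarks: high control 1 µM S1P / System: stable CHO line with human S1P3, Gα16, NFAT-BLA reporter / Dosing: single compound concentration, 4.5 µM final / Timing: 4 h compound at 37 °C, 2 h substrate at RT / Measured by: FRET β-lactamase substrate fluorescence, excitation 405 nm, 460/535 nm emission ratio, background-subtracted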
5HT1E antag = blocks the human 5-HT1E serotonin receptor | CHO 5-HT1E Ga15 NFAT-bla reporter, FRET, antagonist | inhibition, % at 6 µM | actives 0.99% (n = 65,000) | AID 571;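 active means inhibition above a set limit, the mean inhibition across every tested compound plus 3 SD, cut at about 29% in these data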;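 further: signal is the 460 over 535 nm emission ratio of beta-lactamase substrate; 0% = agonist plus DMSO wells and 100% = wells without agonist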
5HT1E ag = agonists of human 5-HT1E serotonin receptor. P28566. CHO 5-HT1E Ga15 NFAT-bla reporter, FRET; 0% DMSO wells, 100% control agonist wells. activation, % at 6 µM. actives 0.69% (n = 65,000);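 active means activation above a set limit, the screen-wide mean activation plus 3 SD, cut at about 8.5% in these data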;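 further: 100% = positive control agonist at 1 µM giving full maximal response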
M1 ag = activates the M1 muscarinic receptor. actives 3% (n = 64,000). CHO-M1 cells, Fluo-4 calcium fluorescence, agonist mode; stronger effect = higher value. B-score at 10 µM. AID 626;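 active means fluorescence rise, raw or as B-score row- and column-corrected plate score, outside the 99.7% band of its plate's samples, either direction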
* = called active by the depositor; . = no result given. Rows are unselected; about 9.2% have a hit in one of these screens.

SMILES	M1 antag	S1P1 ag pot	Jurkat viability	HEK293 NFkB inh	HER2 expr 66K	S1P3 agonist	5HT1E antag	5HT1E ag	M1 ag
CCOc1ccccc1NC(=O)C1CCC(CNc2c(N3CCOCC3)c(=O)c2=O)CC1 (centres undefined)	0.74	-24	-7	13	88	0.5	-8	0.8	-0.48
CCn1nnc(NC(=O)c2ccc(C(C)(C)C)cc2)n1	0.082	.	.	-27	136	.	-2	2.1	-0.55
CCn1c(SCC(=O)N2CCN(c3ccc(F)cc3)CC2)nc2ccccc2c1=O	0.21	.	-7	12	95	-0.3	-8	0.3	1.6
CCOc1ccc(-n2c(SCC(=O)Nc3ccc4c(c3)OCCO4)nc3c(c2=O)SCC3)cc1	0.028	.	.	6	46	.	-15	-0.1	0.21
CC1=C(C(=O)NCc2ccccc2)C(c2ccc(C)o2)n2ncnc2N1 (centres undefined)	-0.048	5	7	11	84	-1.1	2	-0.7	0.77
Cc1cccc(C)c1NC(=O)CSc1nnc(-c2ccncc2)n1Cc1ccco1	0.27	2	1	14	99	0.1	11	-1.3	0.63
Cc1ccc(NS(=O)(=O)c2cccc(C(=O)N3CCOCC3)c2)cc1	1	8	-4	15	106	-1.4	9	-0.7	-0.028
Cc1ccc2cc(C(c3nnnn3Cc3ccccc3)N3CCN(c4ccccc4)CC3)c(=O)[nH]c2c1 (centres undefined)	0.69	8	3	9	87	-1.0	-2	-0.7	0.66
Cc1cc(C)nc(NCCCc2ccccc2)n1	.	-8	-4	18	71	0.0	-8	-0.2	.
COc1cccc(N2CC(O)=C(c3nc4ccccc4c(=O)[nH]3)C2=N)c1	-1.5	.	.	22	85	.	34*	-1.3	-0.56
COc1ccc(/C(O)=C2/C(=O)C(=O)N(c3nc(C)c(C)s3)C2c2ccco2)cc1 (centres undefined)	0.17	10	.	.	129	-2.5	-4	0.5	1
O=C(O)C1C2C=CC(O2)C1C(=O)NCCCn1ccnc1 (centres undefined)	-0.52	2	-7	10	102	-2.2	11	-0.1	-1.7
CCOC(=O)CSc1nnc(-c2cccc(Br)c2)o1	-0.15	-26	-6	-2	82	-0.2	-13	-0.3	0.39
CCOc1nc(C)ccc1-c1noc(-c2ccncc2)n1	0.35	56*	-6	5	79	0.8	8	-0.4	0.83
COC(=O)CSc1nnc(CCc2nc3ccccc3[nH]2)n1C	-0.33	0	-4	16	116	1.8	-3	0.9	-0.6
O=C(C1CCC(N2C(=O)C3CC=CCC3C2=O)CC1)N1CCCCC1 (centres undefined)	0.013	-17	5	10	86	0.2	-2	-0.8	-0.06
Cc1ccc(/C=N/n2cnc3sc4c(c3c2=O)CCCC4)o1	-0.41	-23	0	15	88	-2.2	-7	0.3	0.85
CC1(C)OC(=O)N(Cc2ccco2)C1(C)O (centres undefined)	-0.31	-19	1	6	83	0.5	-10	-0.2	0.85
COc1cc(C2C3C(=O)N(Cc4ccccc4)C(=O)C3ON2c2ccccc2)cc(OC)c1OC (centres undefined)	-0.16	-24	-4	15	84	-1.1	0	0.1	0.56
CCCn1c(C)cc(=O)c2cc(NC(=O)c3ccccn3)ccc21	-0.7	3	1	25	82	-0.4	8	-2.4	0.41
CCOC(=O)/C(C#N)=C1/C=CN(c2ccccc2)C=N1	-0.34	.	.	14	188	.	-4	1.5	0.41
Cc1ccccc1S(=O)(=O)Cc1ccc(C(=O)N2CCN(c3cccc(C)c3C)CC2)o1	-0.63	29	93*	28	49	-1.6	22	32*	9.7*
CCOc1ccc(Oc2nc(NCC(C)C)nc(OC)n2)nn1	0.15	-10	-17	2	96	1.2	-1	0.1	-0.0099
CCSc1nnc(Cn2c(=O)sc3ccccc32)n1-c1ccccc1C	0.13	2	1	21	84	-0.4	-9	-0.3	-0.11
CCOC(=O)C(NC(C)=O)(Nc1ccc(S(=O)(=O)Nc2nccs2)cc1)C(F)(F)F (centres undefined)	0.33	13	-6	2	107	-0.4	3	-0.8	-0.77
Cc1ccc(CNC(=O)CNS(=O)(=O)c2cccc3nsnc23)cc1	0.49	-17	4	-3	67	-0.3	1	-0.7	0.63
O=C(O)CN1C(=O)Nc2ccc(Br)cc2C1c1ccccc1 (centres undefined)	0.79	.	.	14	92	.	32*	-2.6	0.004
Cc1cc(C)c2oc(=O)cc(CN3CCN(Cc4ccc5c(c4)OCO5)CC3)c2c1	-1.6	-2	5	6	83	-0.6	2	-0.7	0.31
COc1ccc(-n2c(Cn3c(=O)sc4ccccc43)nnc2SCC(=O)N2CCCC2)cc1	0.17	-13	2	24	86	-0.6	1	-0.3	-0.45
Cc1[nH]nc2c1-c1nc3ccccc3nc1C(C)(C)C2	1.3	10	-2	14	87	-0.1	18	-0.6	0.91
CCCc1cc(=O)oc2cc(C)c(CN3CCCC3)c(O)c12	0.44	46	13	3	89	-1.5	24	-0.3	-0.95
C=CCc1c(C)nc2c(C(=O)O)cnn2c1C	0.034	.	.	3	99	.	-5	0.9	0.29
COC(=O)CN(c1nc(C)cc(OC)n1)S(=O)(=O)c1ccc(C)cc1	-0.21	4	-8	-5	93	-0.1	-13	-1.4	-0.66
COc1ccccc1NC(=O)CSc1nc(O)cc(=O)n1C	0.58	13	0	21	106	-0.3	-6	0.6	-0.086
CCn1cc(C2N3CC4(C)CN2CC(C)(C3)C4=O)c2ccccc21 (centres undefined)	0.066	-9	-9	8	109	-0.1	2	-0.5	0.33
Nc1nncn1C(=O)c1c(Cl)cccc1Cl	.	15	-7	17	80	0.4	0	1.6	.
CCOC(=O)N1CCC(NC(=O)CSCc2nc(-c3sccc3C)oc2C)CC1	0.58	-8	7	17	64	-1.5	-4	-0.4	-1.8
COc1ccc(F)cc1S(=O)(=O)Nc1ccc2c(c1)OCO2	0.86	-4	3	11	71	-0.1	3	-0.5	0.018
COc1ccc(N2CCN(C(=O)CSc3ccccc3)CC2)cc1	-0.56	8	3	14	115	-1.2	25	-0.8	0.12
CC(C)C(=O)Nc1nnn(C)n1	-0.62	4	-15	8	202	-0.7	-2	-0.9	0.093
COc1cc2c(O)c3c(c(-c4ccc5c(c4)OCO5)c2cc1OC)C(=O)OC3	-0.28	25	60*	34	85	-1.2	34*	-0.6	0.28
O=C(CN1C(=O)c2cccc3cccc1c23)Nc1ccc(S(=O)(=O)N2CCOCC2)cc1	1	.	0	11	91	-0.5	-1	1.0	-1.2
COc1cc(OC)cc(C(=O)Nc2ncc3c(n2)CC(C)(C)CC3=O)c1	-0.075	-4	3	19	101	-1.1	12	0.9	0.79
C=C(C)c1ccc(C(C)(C)NC(=O)NCc2ccco2)cc1	-0.44	21	-3	0	112	-0.6	-1	0.1	0.06
Cc1ccc2nc(NC3=NCN(C4CCCCC4)CN3)nc(C)c2c1	-0.36	-18	-1	6	106	0.0	-3	0.9	-0.096
COc1ccccc1NC(=O)c1ccc(-c2ccccc2F)o1	0.12	-10	8	5	88	-1.5	-1	-1.1	0.66
CC1(C)Oc2ccc3ccc(=O)oc3c2-c2cn[nH]c21	-0.018	-25	5	13	53	0.3	28	0.4	1
CCOc1ccc(C(=O)Nc2c3c(nn2-c2cccc(C)c2C)CS(=O)C3)cc1 (centres undefined)	0.93	-11	4	8	85	-0.4	5	-1.0	1.3
COc1ccc(CC(=O)N(Cc2cc3cc(OC)ccc3[nH]c2=O)C(C)C)cc1	0.027	-25	-1	14	100	-0.7	2	-0.4	0.94
CC1CC(C)CN(C(=O)Cn2c(=O)n(CCCCC(=O)NC3CCCC3)c(=O)c3ccccc32)C1 (centres undefined)	.	-13	1	7	83	0.7	-6	-0.3	.

Structures above with bromine (2):
SMILES	M1 antag	S1P1 ag pot	Jurkat viability	HEK293 NFkB inh	HER2 expr 66K	S1P3 agonist	5HT1E antag	5HT1E ag	M1 ag
CCOC(=O)CSc1nnc(-c2cccc(Br)c2)o1	-0.15	-26	-6	-2	82	-0.2	-13	-0.3	0.39
O=C(O)CN1C(=O)Nc2ccc(Br)cc2C1c1ccccc1 (centres undefined)	0.79	.	.	14	92	.	32*	-2.6	0.004

Additional entries:
SMILES	M1 antag	S1P1 ag pot	Jurkat viability	HEK293 NFkB inh	HER2 expr 66K	S1P3 agonist	5HT1E antag	5HT1E ag	M1 ag
O=C1CSC(c2cn(-c3ccccc3)nc2-c2cccs2)N1CC1CCCO1 (centres undefined)	0.14	4	-4	8	80	-0.1	7	0.8	0.91
COc1ccc(-c2nnc(NC(=O)c3ccc(S(=O)(=O)N4COCC4(C)C)cc3)o2)cc1	-0.36	25	101*	24	73	-1.3	1	0.5	0.11
Cc1ccc(CNC(=O)CN(C)S(=O)(=O)c2cccc3cccnc23)cc1	-0.77	-9	-2	16	66	-0.3	-9	0.4	-0.85
O=c1cc(CSc2nnc(-c3ccccc3)o2)c2ccccc2[nH]1	-0.077	22	-1	4	102	-1.3	2	1.3	-0.031
COC(=O)COn1c(SCC(=O)OC)nc2ccccc2c1=O	0.11	-9	.	.	105	-1.7	-11	-0.1	-0.031
Cn1cccc1C(=O)c1ccc(Cl)cc1Cl	-0.34	0	7	2	78	-1.4	11	-0.3	0.89
Nc1ccc2c(c1)N1CCN=C1S2	-0.21	-2	.	.	86	-3.8	-1	-0.3	-0.7
Nc1ccc(C(=O)c2ccccc2C(=O)O)cc1Cl	-0.18	.	-6	7	158	0.1	-9	0.4	1.2
CC1CCN(C(=O)CCCOc2cc(=O)n(C)c3ccccc23)CC1	-0.38	-46	7	12	101	-0.6	-13	-0.7	0.74
O=C(c1cc2nc(C3CC3)cc(C(F)F)n2n1)N1CCOCC1	-0.072	.	-2	3	98	-1.4	-6	0.9	-0.34
COc1cc(C2C(C(=O)c3cccs3)=C(O)C(=O)N2Cc2ccco2)cc(OC)c1OC (centres undefined)	-0.87	-24	-9	2	136	0.2	-12	-0.5	-1.5
Cc1noc(C)c1S(=O)(=O)NCCc1ccc(S(N)(=O)=O)cc1	0.29	-12	1	1	85	0.5	-7	-1.6	-0.18
Cc1nc(NCCCn2ccnc2)c2ccccc2n1	0.24	17	8	11	73	0.6	8	0.0	-0.022
CCOC(=O)C1(c2ccccc2)NC(c2ccc(N(C)C)cc2)C2C(=O)N(C)C(=O)C21 (centres undefined)	0.55	-4	-3	-8	71	-0.1	4	0.7	-1.4
c1ccc(Nc2cc(-c3ccccc3)nc3ncnn23)cc1	0.026	-58	5	20	108	0.1	19	0.2	-0.32
Cc1ccc(-c2nc(-c3cccnc3)no2)cc1	-0.18	.	-4	-32	97	-1.0	0	1.0	-0.11
Cn1c(SCc2cccc(C(F)(F)F)c2)nnc1-c1ccco1	-0.5	-11	4	12	99	-0.4	-6	-0.3	0.38
CC1CCN(CCNC(=O)CN(C)S(=O)(=O)c2cccc3nsnc23)CC1	-0.015	-1	-9	4	82	0.4	-3	0.2	-0.11
CCOc1ccc(C2C(C#N)=C(N)SC(N)=C2C#N)cc1OC	1	-32	.	.	97	-5.0	0	-0.4	64*
